Screens: PubChem BioAssay, National Center for Advancing Translational Sciences (NCATS)
SW480 rereplic = A quantitative high throughput screen for small molecules that induce DNA re-replication in SW480 colon adenocarcinoma cells | SW480 DNA re-replication, Hoechst DNA content imaging, 48 h | Potency, µM (highest dose often 46.1 µM), inactives show top-dose re-replication activation, hits mostly activators | hit rate 1.8% among 340,000 | AID 624297, 2012; further: potency means the concentration at half of the fitted maximal effect; % of control where 0% means no effect; nearly all actives have a fitted effect of over 55% in size
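DNA re-replication was detected as more nuclei of elevated Hoechst intensity after 48 hr exposure to compound (23 nL pinned per well of 250 cells).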
KB-V1 cytotox = qHTS assay for MDR1-selective chemotherapeutics: Primary screen using the drug-selected MDR subline cells KB-V1. KB-V1 MDR cells viability, CellTiter-Glo, 72 h. Potency, µM (top dose mostly 46.1 µM), for inactives: top-dose activity change, negative = cytotoxicity, usual class: cytotoxic. hit rate 3.4% among 400,000; further: potency means the concentration at half of the fitted maximal effect; on the % scale 0 is the no-effect control and ±100 the full control effect; nearly all actives have a fitted effect of over 60% in size
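qHTS viability screen in drug-selected KB-V1 MDR cells: 72 h compound treatment at 37 degrees C, ATP luminescence end point.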
D3 ag = qHTS of D3 Dopamine Receptor Agonist: qHTS; max activation, %; hit rate 0.58% among 410,000; D3R DiscoveRx beta-arrestin cells, luminescence, 90 min; D(3) dopamine receptor (Homo sapiens), P35462; in the data active means max activation above about 30%; further: 0% is about no effect; mostly tested at two doses, the higher about 12 µM
Target sequence (P35462 whole entry, looked up): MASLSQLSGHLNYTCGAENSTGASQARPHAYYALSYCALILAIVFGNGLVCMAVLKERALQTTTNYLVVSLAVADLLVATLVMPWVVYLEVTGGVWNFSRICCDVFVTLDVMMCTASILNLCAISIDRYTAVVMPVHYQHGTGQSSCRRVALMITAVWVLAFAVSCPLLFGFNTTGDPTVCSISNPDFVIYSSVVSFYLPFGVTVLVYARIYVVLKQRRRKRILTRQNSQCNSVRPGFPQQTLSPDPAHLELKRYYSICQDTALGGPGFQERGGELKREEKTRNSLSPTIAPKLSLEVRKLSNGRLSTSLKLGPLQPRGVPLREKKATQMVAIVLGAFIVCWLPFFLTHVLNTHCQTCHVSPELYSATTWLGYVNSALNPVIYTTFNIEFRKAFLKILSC
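Cells at 1500/well, incubated overnight, then treated with pinned compounds (dopamine as control) for 90 min at 37 degrees C. DiscoveRx reagent added for 30 - 60 minutes at room temperature; luminescence read.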
HT1080 IDH1KD tx = qHTS for induction of synthetic lethality in tumor cells producing 2HG: qHTS for the HT-1080-IDH1KD cell line. HT-1080 IDH1 knockdown viability, ATP luminescence, 48 h. Potency, µM (series often up to 46.1 µM), inactives show at the top dose activity, negative = toxicity, most hits filed as cytotoxic. hit rate 2% among 360,000;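 further: potency means the concentration at half of the fitted maximal effect; 0% = DMSO wells and -100% = cell-free medium wells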
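Using the IDH1-knockdown HT-1080 line run in the same batch and compound series as the NT line, viability after 48 h at 37 °C was determined by CellTiter-Glo luminescence and expressed as % activity.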
HT1080NT lethal = qHTS for induction of synthetic lethality in tumor cells producing 2HG: qHTS for the HT-1080-NT fibrosarcoma cell line. HT-1080-NT fibrosarcoma viability, CellTiter-Glo ATP luminescence, 48 h. Potency, µM (titrated, usually from 46.1 µM), without a hit: at the highest dose activity, negative = less viability, hits mostly cytotoxic. hit rate 1.6% among 360,000. AID 686970, 2013;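 further: NT is the 2HG producing partner of a matched IDH1 knockdown line; potency means the concentration at half of the fitted maximal effect; 0% = DMSO-treated cells and -100% = media-only wells without cells; nearly all actives have a fitted effect of over 55% in size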
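750 cells/well, RPMI + 5% FBS; 2 h settle, compound pin-transfer, 48 h at 37 degrees C. CellTiter-Glo 10 min RT, luminescence. Normalized to DMSO and media-only wells.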
GLP1R ag = qHTS of GLP-1 Receptor Agonists; Glucagon-like peptide 1 receptor (Homo sapiens), P43220; HEK293 GLP-1R CRE-luciferase, luminescence, 4-6 h; cells express a hypersensitive GLP-1R form; Potency, µM (series often up to 45.6 µM), for inactives: top-dose activation, most hits filed as activators; hit rate 0.007% among 380,000; further: potency means the concentration at half of the fitted maximal effect; % of control where 0% means no effect
Target sequence (P43220 whole entry, looked up): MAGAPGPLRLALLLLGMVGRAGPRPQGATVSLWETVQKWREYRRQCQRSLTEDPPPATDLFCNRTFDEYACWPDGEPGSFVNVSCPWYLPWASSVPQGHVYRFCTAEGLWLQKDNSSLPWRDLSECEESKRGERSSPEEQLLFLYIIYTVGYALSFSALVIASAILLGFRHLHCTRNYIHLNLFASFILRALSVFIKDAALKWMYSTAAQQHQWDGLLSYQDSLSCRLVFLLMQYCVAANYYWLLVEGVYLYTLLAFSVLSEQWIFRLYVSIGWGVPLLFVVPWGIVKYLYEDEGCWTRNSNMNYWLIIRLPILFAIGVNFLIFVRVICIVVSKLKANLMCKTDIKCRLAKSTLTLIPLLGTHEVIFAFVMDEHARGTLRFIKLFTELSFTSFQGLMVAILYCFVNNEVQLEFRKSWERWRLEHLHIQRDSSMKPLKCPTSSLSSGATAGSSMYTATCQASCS
IL-1B inflam inh = qHTS for Inhibitors of Inflammasome Signaling: IL-1-beta AlphaLISA Primary Screen; hit rate 4.7% among 360,000; AID 743279, 2014; activity change, % at 57.5 µM; THP-1 LPS/ATP IL-1B secretion, AlphaLISA, 16 h; stronger effect = lower value; in the data active means activity change below about -50%; inconclusive means mostly about -30% to -49%; further: on the % scale 0 is the no-effect control and ±100 the full control effect
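THP-1 cells pretreated 1 hr with compounds (up to 57.5 uM final), then stimulated with LPS (250 ng/mL final) plus ATP (1.25 mM final); secreted IL-1B measured by AlphaLISA after 16 hr, decreased signal indicating inhibition.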
DRD3 antagonist = qHTS of D3 Dopamine Receptor Antagonist: qHTS. D(3) dopamine receptor (Homo sapiens), P35462. D3R cells, DiscoveRx beta-arrestin luminescence, antagonist mode; stronger effect = lower value. max response, negative = inhibition, %. hit rate 2.5% among 360,000. AID 652054, 2013; in the data active means max response below about -50%; inconclusive means no clear call, values can overlap the other calls; further: on the % scale 0 is the no-effect control and ±100 the full control effect; mostly tested at two doses, the higher about 12 µM
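Cells expressing the human receptor were seeded at 1500 cells/well, incubated overnight at 37 degrees C in 5% CO2, then exposed to library compounds with dopamine controls for 90 minutes at 37 degrees C before luminescent detection.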
KB-3-1 tox = qHTS assay for MDR1-selective chemotherapeutics: Primary screen using the parental adenocarcinoma cell KB-3-1; hit rate 1.4% among 400,000; KB-3-1 viability, CellTiter-Glo ATP luminescence, 72 h; Potency, µM (series often up to 46.1 µM), inactives show top-dose activity change, negative = cytotoxic, actives largely listed as cytotoxic; further: potency means the concentration at half of the fitted maximal effect; on the % scale 0 is the no-effect control and ±100 the full control effect; nearly all actives have a fitted effect of over 60% in size
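Here the drug-naive KB-3-1 line serves as comparator for MDR sub-line selectivity; cells received compound titrations, 72 h at 37 °C, then CellTiter-Glo readout.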
* marks the source's active call; other numbers are inactive results; & = joins results of further samples; [ ] = remark or other dose. Unless noted, the call rests on the fitted dose curve; in most records, active means well fitted curve in the direction sought with a large enough effect; inconclusive means small, poorly fitted or top-dose-only effect, or another doubt; inactive means no such curve, though single readings can be large; an effect the other way counts as inactive or inconclusive.

COC(=O)c1nnn(CC(=O)NC(=O)Nc2ccccc2F)c1C(=O)OC was read as SW480 rereplic 11.1%, KB-V1 cytotox inconclusive, D3 ag 1.0&2.6, HT1080 IDH1KD tx 2.5%, HT1080NT lethal 9.9%, GLP1R ag -2.7%, IL-1B inflam inh -5.2, DRD3 antagonist -8.8 and KB-3-1 tox -0.4%&-2.6%.
Screening Oc1cncc(Cc2ccccc2)c1 returned SW480 rereplic -0.3%, KB-V1 cytotox 0.0%, D3 ag 1.1, HT1080 IDH1KD tx 1.4%, HT1080NT lethal -4.3%, GLP1R ag 7.7%, IL-1B inflam inh 4.4, DRD3 antagonist 22.7 and KB-3-1 tox 5.9%.
`O=C(NCc1cccnc1)c1sc2cc(Cl)ccc2c1Cl` gave SW480 rereplic 0.7%, KB-V1 cytotox inconclusive, D3 ag -3.1, HT1080 IDH1KD tx 1.7%, HT1080NT lethal 0.8%, GLP1R ag 15.5%, IL-1B inflam inh inconclusive, DRD3 antagonist -17.6 and KB-3-1 tox 0.4%.
`Cc1ccc(S(=O)(=O)c2cnc(SC(C)C(=O)Nc3ccccc3)[nH]c2=O)cc1` (stereo not drawn) gave KB-V1 cytotox -1.3%, D3 ag -12.3, GLP1R ag -2.9% and KB-3-1 tox 10.1%.
For CSc1ncccc1C(=O)OCC(=O)Nc1ccc2c(c1)CCC2 the results were SW480 rereplic 2.1%, KB-V1 cytotox 4.2%, D3 ag -6.6, HT1080 IDH1KD tx 4.8%, HT1080NT lethal -4.7%[9.24 µM], GLP1R ag -4.9%, IL-1B inflam inh -8.7, DRD3 antagonist 6.1 and KB-3-1 tox 17.1%.
COc1ccc(C(C)(C)C)cc1NC(=S)NCCN1CCOCC1 was read as SW480 rereplic -3.7%, KB-V1 cytotox -22.8%, D3 ag -4.9, HT1080 IDH1KD tx -0.5%, HT1080NT lethal 6.9%, GLP1R ag -0.3%, IL-1B inflam inh -5.2, DRD3 antagonist -11.9 and KB-3-1 tox -5.0%.
O=C(c1cc2ccccc2oc1=O)N1CCCCCCC1 was read as SW480 rereplic -4.0%, KB-V1 cytotox 19.9%, D3 ag 2.9, HT1080 IDH1KD tx -1.5%, HT1080NT lethal 4.6%, GLP1R ag -12.2%, IL-1B inflam inh 1.1, DRD3 antagonist -5.3 and KB-3-1 tox 2.5%.
For O=C(NNS(=O)(=O)c1ccccc1)c1ccc(S(=O)(=O)N2CCCCC2)cc1 the results were SW480 rereplic 2.7%, KB-V1 cytotox -0.6%, D3 ag 0.7, HT1080 IDH1KD tx -2.0%, HT1080NT lethal -0.4%, GLP1R ag 0.9%, IL-1B inflam inh 5.6, DRD3 antagonist 26.7 and KB-3-1 tox -8.4%.
For COc1ccc(C2CC(=O)c3cnn(-c4nc(C)cc(C)n4)c3C2)cc1OC (stereo not drawn) the results were SW480 rereplic -0.8%[9.22 µM], KB-V1 cytotox -0.5%, D3 ag -5.2, HT1080 IDH1KD tx 7.4%, HT1080NT lethal 26.8%, GLP1R ag 0.6%, IL-1B inflam inh 14.8, DRD3 antagonist -13.5 and KB-3-1 tox -0.9%.
For Cc1ccc2c(c1)N(C(=O)CCC(=O)O)CCO2 the results were SW480 rereplic 2.9%, KB-V1 cytotox 2.1%, D3 ag -8.3, HT1080 IDH1KD tx 4.7%, HT1080NT lethal -9.8%, GLP1R ag -2.3%, IL-1B inflam inh 10.7, DRD3 antagonist 1.8 and KB-3-1 tox 22.5%.
O=C(O)c1ccc2c(c1)ncn2C1CCCCCC1 was read as SW480 rereplic -1.6%, KB-V1 cytotox 0.0%, D3 ag -1.1, HT1080 IDH1KD tx 1.5%, HT1080NT lethal 8.3%, GLP1R ag 12.3%, IL-1B inflam inh 38.6, DRD3 antagonist -9.4 and KB-3-1 tox -1.8%.
Screening Cc1ccc(NS(=O)(=O)c2cccc(C(=O)N/N=C/c3ccc4c(c3)OCCO4)c2)c(C)c1 returned SW480 rereplic 1.3%, KB-V1 cytotox 0.0%, D3 ag -2.7, HT1080 IDH1KD tx -8.4%, HT1080NT lethal -11.5%, GLP1R ag 0.7%, IL-1B inflam inh -13.5, DRD3 antagonist -14.1 and KB-3-1 tox 17.7%.
For O=C(Nc1cccnc1)c1cn(-c2ccccc2)nc1-c1cccs1 the results were SW480 rereplic -1.5%, KB-V1 cytotox -29.0%, D3 ag -29.8, HT1080 IDH1KD tx 0.0%, HT1080NT lethal 0.0%, GLP1R ag 4.5%, IL-1B inflam inh -16.4, DRD3 antagonist -24.4 and KB-3-1 tox 0.1%.
`COc1ccccc1N1CC(C(=O)Nc2ccccc2N2CCCC2)CC1=O` (stereo not drawn) gave SW480 rereplic inconclusive, KB-V1 cytotox 0.7%, D3 ag -8.3, HT1080 IDH1KD tx -13.0%, HT1080NT lethal -4.9%, GLP1R ag 4.3%, IL-1B inflam inh -2.6, DRD3 antagonist 1.5 and KB-3-1 tox -4.7%.
For O=C1CCC[C@@H]2Cc3nc4ccc(O)cc4cc3[C@@H]3CCN1[C@H]23 the results were SW480 rereplic -55.5%[inhibitor], KB-V1 cytotox 26.7%&-0.1%, D3 ag -1.9, HT1080 IDH1KD tx 11.3%, HT1080NT lethal 22.2%, GLP1R ag -1.7%, IL-1B inflam inh 4.9, DRD3 antagonist 0.0 and KB-3-1 tox 0.0%&24.2%.
For O=C(O)COCC(=O)N1CCN(C(c2ccccc2)c2ccccc2)CC1 the results were SW480 rereplic -19.4%, KB-V1 cytotox 8.1%, D3 ag 1.6, HT1080 IDH1KD tx 5.9%, HT1080NT lethal -1.3%, GLP1R ag -1.4%, IL-1B inflam inh -0.5, DRD3 antagonist 13.2 and KB-3-1 tox -13.1%.
For Cc1cc(C(=O)N2CCN(c3ncccn3)CC2)c(C)o1 the results were SW480 rereplic 24.0%, KB-V1 cytotox 4.1%, D3 ag 7.7, HT1080 IDH1KD tx -28.5%, HT1080NT lethal 7.6%[9.24 µM], GLP1R ag -5.3%, IL-1B inflam inh -10.7, DRD3 antagonist 11.7 and KB-3-1 tox 2.1%.
For CCOc1ccc(CN(CCC#N)C(=S)NC(=O)c2ccccc2)cc1 the results were SW480 rereplic inconclusive, KB-V1 cytotox -19.6%, D3 ag 2.4, HT1080 IDH1KD tx -0.9%, HT1080NT lethal -0.7%, GLP1R ag 2.8%, IL-1B inflam inh 1.8, DRD3 antagonist 25.4 and KB-3-1 tox 3.4%.
Screening CCOC(=O)C1=C(C)NC(C)=C(C(=O)OCC)C1C(=O)OCC(=O)NC(C)C returned SW480 rereplic 4.9%&-1.4%, KB-V1 cytotox 0.0%&-1.7%, D3 ag 5.2&-0.4, HT1080 IDH1KD tx -1.9%&4.6%, HT1080NT lethal 0.6%&9.4%, GLP1R ag 1.9%&-1.3%, IL-1B inflam inh 23.1&-6.0, DRD3 antagonist 61.6&0.0 and KB-3-1 tox -16.8%&-6.9%.
For O=C(CN1C(=O)NC2(CCCc3ccccc32)C1=O)c1ccc(Br)cc1 (stereo not drawn) the results were SW480 rereplic inconclusive, KB-V1 cytotox 1.9%, D3 ag -4.8, HT1080 IDH1KD tx 1.8%, HT1080NT lethal -0.4%, GLP1R ag -17.0%, IL-1B inflam inh -8.1, DRD3 antagonist -3.3 and KB-3-1 tox 9.6%.
`COC(=O)Cc1ccc(NC(=S)N2CCCC(C)C2)cc1` (stereo not drawn) gave SW480 rereplic -5.8%, KB-V1 cytotox inconclusive, D3 ag 1.8, HT1080 IDH1KD tx 21.5%, HT1080NT lethal 9.6%, GLP1R ag 9.6%, IL-1B inflam inh 30.5, DRD3 antagonist -19.0 and KB-3-1 tox -1.8%.
C=CCn1c(SCCNC(C)=O)nc2cc(-c3ccccc3)sc2c1=O was read as SW480 rereplic -8.5%, KB-V1 cytotox inconclusive, D3 ag -26.9, HT1080 IDH1KD tx 19.7%, HT1080NT lethal 13.7%, GLP1R ag 3.2%, IL-1B inflam inh -3.0, DRD3 antagonist -2.4 and KB-3-1 tox 14.5%.
Screening CC(C)CCN1CCN(Cc2cnc(-c3ccccc3)s2)CC1CCO (stereo not drawn) returned SW480 rereplic 6.8%, KB-V1 cytotox inconclusive, D3 ag -4.4, HT1080 IDH1KD tx 10.1%, HT1080NT lethal 2.2%, GLP1R ag 3.9%, IL-1B inflam inh -1.4, DRD3 antagonist 9.3 and KB-3-1 tox 0.1%.
`COc1ccccc1[C@H]1C(c2cccc(Cl)c2)=NN(c2ccccc2)[C@@H]1CO` gave SW480 rereplic inconclusive, KB-V1 cytotox -10.0%, D3 ag 0.0, HT1080 IDH1KD tx inconclusive, HT1080NT lethal inconclusive, GLP1R ag -1.3%, IL-1B inflam inh -24.7, DRD3 antagonist 24.4 and KB-3-1 tox -21.2%.
`Cc1c(C(=O)Nc2cccc(S(=O)(=O)N3CCOCC3)c2)oc2ccc(Br)cc12` gave SW480 rereplic -0.9%, KB-V1 cytotox -13.1%, D3 ag -0.5, HT1080 IDH1KD tx 0.2%, HT1080NT lethal -2.3%, GLP1R ag -2.9%, IL-1B inflam inh 20.2, DRD3 antagonist 19.2 and KB-3-1 tox inconclusive.

Not a hit list; any-hit rate near 12%.
